mIDH1 inhibitor: inhibitors of human mutant IDH1 R132H; O75874; IDH1-R132H enzyme, NADPH consumption, diaphorase/resazurin fluorescence; Potency, µM (doses to about 76.6 µM), without a hit: at the top dose activity change, negative = inhibition, most hits filed as inhibitors; 390,000 tested, 0.093% active; AID 602179; further: potency means the concentration at half of the fitted maximal effect; on the % scale 0 is the no-effect control and ±100 the full control effect; nearly all actives have a fitted effect of over 65% in size
Target sequence (O75874 whole entry R132H, stated change not applied): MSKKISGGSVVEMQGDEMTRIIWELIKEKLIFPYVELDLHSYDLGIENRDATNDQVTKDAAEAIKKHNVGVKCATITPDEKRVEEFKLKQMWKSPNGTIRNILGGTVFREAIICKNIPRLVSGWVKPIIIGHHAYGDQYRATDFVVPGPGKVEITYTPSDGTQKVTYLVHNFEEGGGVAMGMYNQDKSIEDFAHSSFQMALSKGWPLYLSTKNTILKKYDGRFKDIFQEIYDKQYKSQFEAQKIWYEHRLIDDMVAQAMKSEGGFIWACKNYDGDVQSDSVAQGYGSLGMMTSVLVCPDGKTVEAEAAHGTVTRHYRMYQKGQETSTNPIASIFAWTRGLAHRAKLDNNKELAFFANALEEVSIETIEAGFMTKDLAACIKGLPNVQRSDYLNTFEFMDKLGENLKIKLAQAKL
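IDH1-R132H (0.5 ug/mL dispensed) in pH 7.5 Tris buffer was preincubated 30 min with compound, then given a substrate mix of 0.016 mM NADPH and 2 mM alpha-KG for 80 min at room temperature; remaining NADPH was read by diaphorase/resazurin fluorescence.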
USP1 inh: blocks the human USP1/UAF1 deubiquitinase complex | recombinant USP1/UAF1, Ub-Rhodamine cleavage fluorescence | Potency, µM (series often up to 57.1 µM), inactives show at the top dose activity change, negative = inhibition, actives largely listed as inhibitors | O94782 | 390,000 tested, 0.23% active; further: potency means the concentration at half of the fitted maximal effect; on the % scale 0 is the no-effect control and ±100 the full control effect; nearly all actives have a fitted effect of over 60% in size; inactives centre near -12
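1 nM enzyme complex + cpd, 15 min RT; start with Ub-Rho 150nM final; kinetic fluorescence ex 480/em 540, 6 reads q60 s. Buffer 50mM HEPES pH 7.8, 0.5mM EDTA, 0.1 mg/ml BSA, 1mM TCEP, 0.01% Tween-20.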
TRHR ag: activates the human TRH receptor; P34981; TRHR cells, calcium flux fluo-8, FDSS agonist mode; activation, % at 2 µM; 360,000 tested, 0.18% active; AID 493084; in the data active means activation above about 30%; further: 0% is about no effect
Target sequence (P34981 whole entry, looked up): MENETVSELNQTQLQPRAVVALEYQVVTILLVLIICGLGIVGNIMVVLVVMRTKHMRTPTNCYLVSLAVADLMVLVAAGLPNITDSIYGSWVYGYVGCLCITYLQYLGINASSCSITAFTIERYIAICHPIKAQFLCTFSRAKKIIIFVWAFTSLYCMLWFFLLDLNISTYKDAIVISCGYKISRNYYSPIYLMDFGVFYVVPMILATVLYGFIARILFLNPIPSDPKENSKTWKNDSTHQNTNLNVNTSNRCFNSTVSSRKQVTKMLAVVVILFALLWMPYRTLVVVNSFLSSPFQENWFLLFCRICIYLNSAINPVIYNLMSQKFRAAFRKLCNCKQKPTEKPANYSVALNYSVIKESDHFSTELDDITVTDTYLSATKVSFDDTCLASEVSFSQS
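Agonist-mode FDSS calcium read (Ex 480/Em 530, 1 s cycles) in 1536-well TRHR cells with fluo-8 dye, after 10-cycle baseline and 23 nL compound addition; TRH at EC20 (10 nM final) added afterwards for the enhancer phase.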
D2 antagonist: antagonists of human D2 dopamine receptor; HEK293 TREx D2 cells, calcium flux, dopamine EC80; inhibition, % at 10 µM; 340,000 tested, 2% active; AID 485344; in the data active means inhibition above about 30%; further: 0% is about no effect
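Read-out: kinetic calcium fluorescence (1 cycle/s) in inducible HEK293 T-REx D2 cells after an EC80 dopamine addition that followed 180 s compound preincubation. Loss of the dopamine response indicates antagonism.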
TrxR1 inh: inhibitors of rat thioredoxin reductase 1 | AID 588453 | recombinant rTrxR1, NADPH fluorescence consumption, selenite substrate | 390,000 tested, 1% active | O89049 | Potency, µM (series often up to 114 µM), for the others: top-dose activity change, negative = inhibition, most hits filed as inhibitors; further: potency means the concentration at half of the fitted maximal effect; on the % scale 0 is the no-effect control and ±100 the full control effect; nearly all actives have a fitted effect of over 65% in size
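Rat TrxR1 (90 nM in the dispensed reagent) was pre-reduced with 400 uM NADPH for 5 min at room temperature, then incubated with compound for 15 min. After 400 uM selenite was added, NADPH fluorescence (Ex 340/Em 450 nm) was followed for 8 min.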
PI4K2A inh: inhibitors of human PI4K2A; Q9BTU6; purified PI4K2A, ADP-Glo luminescence, 1 h; active compounds read low; activity change, negative = inhibition, % at 76.9 µM; 420,000 tested, 0.13% active; in the data active means activity change below about -50%; inconclusive means mostly about -30% to -49%;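 further: -100% = wells without enzyme as full effect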
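ADP-Glo luminescence measured ADP generated by PI4K2A enzyme (4 ug/mL before mixing) with 1.2 mM PI substrate (pre-mix) and 300 microM ATP (pre-mix). Tris pH7.5 buffer with MgCl2, Triton X-100; 1 h reaction at ambient temperature.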
TRHR enhancer: allosteric enhancers of human TRH receptor; P34981; TRHR cells, fluo-8 calcium fluorescence, EC20 TRH enhancement; enhancement, % at 2 µM; 360,000 tested, 0.66% active; AID 493056; in the data active means enhancement above about 30%; further: 0% is about no effect
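Enhancer read-out: after compound pinning and an initial kinetic agonist-mode read, an EC20 of TRH (10 nM final) was injected and fluo-8 calcium signal (Ex 480/Em 530) followed at 1 s/cycle for 100 cycles in TRHR-expressing cells.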
TrxR1 substrate: is turned over as a substrate by rat TrxR1; purified TrxR1 substrate turnover, NADPH consumption readout; O89049; AID 588456; Potency, µM (series often up to 114 µM), for inactives: at the top dose activity change, negative = substrate turnover; 390,000 tested, 0.01% active; further: potency means the concentration at half of the fitted maximal effect; on the % scale 0 is the no-effect control and ±100 the full control effect; nearly all actives have a fitted effect of over 50% in size
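Rat TrxR1, dispensed at 90 nM, was prereduced with 400 uM NADPH (final) for 5 min at ~22 deg C, then incubated with compound 15 min before 400 uM selenite. A first-read NADPH fluorescence drop versus no-compound background flagged substrates.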
D2 agonist: D2 dopamine receptor (human) agonism; P14416; HEK293 T-REx D2 cells, calcium flux agonist mode; activation, % at 2 µM; 340,000 tested, 0.53% active; AID 485358;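 active means activation over 3 SD above normal in the single-dose calcium agonist read, cut at about 30% in these data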; further: 0% is about no effect
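Calcium-flux readout, 1 cycle/sec over 180 s following compound pin transfer, in inducible HEK293 Trex D2 cells (force-coupled); dopamine controls included. Positive calcium responses during this window marked compounds as potential agonists.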
An asterisk follows results filed as active; ? = inconclusive; nt = not tested or not shown; [ ] = remark or other dose. Unless noted, the call rests on the fitted dose curve; in most records, active means well fitted inhibition curve with a large enough effect; inconclusive means small, poorly fitted or top-dose-only effect; inactive means no such curve, though single readings can be large or run the other way.

Molecule	mIDH1 inhibitor	USP1 inh	TRHR ag	D2 antagonist	TrxR1 inh	PI4K2A inh	TRHR enhancer	TrxR1 substrate	D2 agonist
O=c1n(S(=O)(=O)c2cccc3cccnc23)c2ccccc2n1S(=O)(=O)c1cccc2cccnc12	5.7%	-9.8%	-0.6	17.7	8.7%	1.4	6.6	-2.3%	0.1
Cc1ccc(S(=O)(=O)Nc2ccc3c(c2)CC(=O)N([C@H](C)CO)C[C@H](C)[C@H](CN(C)Cc2ccc4c(c2)OCO4)O3)cc1	-4.7%	-28.0%	nt	nt	8.0%	-8.7	nt	-3.8%	nt
Cc1ccccc1CSc1nc2nc(C)c(Cc3ccccc3)c(C)n2n1	-0.1%	-16.5%	2.2	nt	16.8%[57.1 µM]	2.6	-3.7	2.9%[57.1 µM]	-0.3
CCOC(=O)c1nn(-c2ccccc2C)c2nc(CC(C)C)c(C#N)c(=O)n12	2.4%	?	-0.1	27.6	-12.2%	5.9	-2.8	5.9%	-0.9
O=C(COc1ncnc2ccc(Br)cc12)NC1CCCC1	-8.1%	-0.1%	0.0	28.5	4.4%	1.9	-1.1	-6.0%	0.3
COc1ccc(C2=NOC(C(=O)Nc3ccc(C(C)=O)cc3)C2)cc1OC (stereo unspecified)	-1.2%	4.6%	nt	nt	8.7%	0.3	nt	-1.0%	nt
CCN(CC)CCN1C(=O)c2ccccc2NC1c1cccc(F)c1 (stereo unspecified)	4.1%	-8.9%	0.5	-1.3	9.4%	-0.4	-1.5	122.8%[activator]	-0.4
Cc1ccc(C)c(NC(=O)CN(C)C(=O)c2ccc3[nH]c4c(c3c2)CC(C)CC4)c1 (stereo unspecified)	3.8%	0.9%	0.0	nt	-16.2%	-3.6	7.3	-17.3%	nt
COc1ccc(NC(=O)N(C)C[C@H]2Oc3ccc(NC(=O)Cc4ccccc4)cc3CC(=O)N([C@H](C)CO)C[C@H]2C)cc1	-16.0%	-15.1%	nt	nt	6.4%	-8.1	nt	1.4%	nt
O=C(Nn1cnnc1)c1ccccc1CCc1ccccc1	8.3%	-21.7%	0.2	5.7	0.0%	6.4	4.3	-5.8%	-0.6
Cc1cc(=O)[nH]c(SCCOc2ccc3c(c2)CCC3)n1	5.1%	-1.9%	-0.2	-9.4	-2.4%	-1.3	-4.3	4.8%	1.1
CCOC(=O)Cc1csc(NC(=O)CSc2nc3sc(C(=O)O)c(C)c3c(=O)[nH]2)n1	0.4%	-14.9%	0.3	-3.3	11.9%	7.2	1.0	7.6%	0.3
COc1ccc([C@H]2CC(=O)C=C(c3c(C)cc(C)cc3C)C2)cc1	4.6%	?	0.7	-0.6	5.3%[57.1 µM]	-2.0	2.2	5.0%[57.1 µM]	-0.1
O=C1/C(=N/n2cnnc2)c2ccccc2N1Cc1ccccc1	nt	nt	8.1	10.5	nt	nt	-3.5	nt	0.4
O=C(O)CC(c1ccc(Cl)cc1)N1C(=O)CCC1=O (stereo unspecified)	2.3%	-14.1%	0.3	-7.3	-6.4%	-2.0	1.3	-4.4%	1.3

Molecule	mIDH1 inhibitor	USP1 inh	TRHR ag	D2 antagonist	TrxR1 inh	PI4K2A inh	TRHR enhancer	TrxR1 substrate	D2 agonist
C=CCOc1ccc(CNc2nn[nH]n2)cc1OC	1.4%	1.5%	-0.9	-5.3	12.0%	1.3	5.5	0.9%	0.5
Nc1cc(=O)[nH]c(SCC(=O)Nc2ccc(N3CCCCC3)cc2)n1	0.3%	-13.8%	nt	nt	17.7%	-4.4	nt	1.0%	nt
COc1ccccc1-c1noc(-c2ccc(NCCc3ccccc3)c([N+](=O)[O-])c2)n1	17.7%	-16.7%	0.3	nt	-1.2%	1.4	-2.8	-8.0%	nt
Cc1ccc(CCNC(=O)CCNS(=O)(=O)c2ccc3c(c2)c(=O)n(C)c(=O)n3C)cc1	-8.4%	2.2%	0.1	-5.3	2.5%	2.9	1.6	1.9%	0.3
Cc1ccc(S(=O)(=O)NN2C(=O)c3ccccc3NC2c2ccccc2)cc1 (stereo unspecified)	-6.7%	-25.2%	-0.7	25.8	8.4%	-2.6	-4.7	33.2%	-0.2
COc1cc2c(cc1OC)C(c1cc(OC)c(OC)cc1[N+](=O)[O-])N(C(C)=O)CC2 (stereo unspecified)	-2.4%	-24.9%	0.4	0.0	-8.3%[57.1 µM]	-1.5	-0.7	-0.1%[57.1 µM]	1.9
O=C1NC[C@H](Cc2ccccc2)N(CC2CCN(CCC3CCCC3)CC2)C1=O	2.0%	?	nt	nt	11.4%	1.5	nt	-2.6%	nt
COc1ccc(/C=N/NC(=O)c2c(C)nc3ccc(Cl)cn23)cc1OC	-1.9%	-8.7%	0.1	5.3	14.7%	-2.3	4.3	4.0%	-1.4
CN(C)c1ccc(C(=O)OCc2cc(=O)n3ccsc3n2)cc1	5.2%	-18.5%	nt	nt	6.0%[57.1 µM]	1.9	nt	16.2%	nt
O=C1/C(=C/c2cccnc2)SC(=S)N1Nc1ccccc1	-4.7%	-14.0%	0.3	3.6	5.2%	1.9	-2.9	3.0%	0.1
CC1CCN(c2cc3c(cc2F)c(=O)c(S(=O)(=O)c2cccc(Cl)c2)cn3Cc2ccccc2)CC1	-1.6%	?	0.8	nt	32.9%	-1.9	0.5	23.9%	0.5
Cc1ccc(CNC(=O)c2c[nH]c3ccc(S(=O)(=O)Nc4ccc(C(C)C)cc4)cc3c2=O)cc1	26.4%	-24.2%	1.7	nt	24.7%[57.1 µM]	-2.8	-6.3	-2.9%[57.1 µM]	0.1
O=C(CN1CCCN(Cc2cccc(F)c2)S1(=O)=O)Nc1ccc2c(c1)OCCO2	-11.2%	-17.3%	-1.2	nt	-1.0%[57.1 µM]	0.7	6.3	-1.2%[57.1 µM]	1.5
CC(C)(C)NC(=O)N1CCC(C(=O)O)CC1	9.9%	-13.7%	0.2	nt	17.4%[57.1 µM]	1.6	-4.6	-2.2%[57.1 µM]	-0.2
CC(=O)N1CCc2cc(Br)cc(S(=O)(=O)CCC(=O)N3CCN(c4cccc(C)c4C)CC3)c21	-2.3%	-11.3%	-0.5	nt	10.1%[2.29 µM]	-1.2	1.6	11.1%[2.29 µM]	0.8

Compounds listed so far containing a nitro group on carbon:
Molecule	mIDH1 inhibitor	USP1 inh	TRHR ag	D2 antagonist	TrxR1 inh	PI4K2A inh	TRHR enhancer	TrxR1 substrate	D2 agonist
COc1ccccc1-c1noc(-c2ccc(NCCc3ccccc3)c([N+](=O)[O-])c2)n1	17.7%	-16.7%	0.3	nt	-1.2%	1.4	-2.8	-8.0%	nt
COc1cc2c(cc1OC)C(c1cc(OC)c(OC)cc1[N+](=O)[O-])N(C(C)=O)CC2 (stereo unspecified)	-2.4%	-24.9%	0.4	0.0	-8.3%[57.1 µM]	-1.5	-0.7	-0.1%[57.1 µM]	1.9

(continued)
Molecule	mIDH1 inhibitor	USP1 inh	TRHR ag	D2 antagonist	TrxR1 inh	PI4K2A inh	TRHR enhancer	TrxR1 substrate	D2 agonist
COc1ccccc1/C=N/NC(=O)CC(=O)NCc1cccnc1	11.1%	-0.7%	0.1	2.4	-2.0%[57.1 µM]	-0.2	6.7	2.5%[57.1 µM]	-0.2
COC(=O)c1cccc(C23CC4(C2)[C@H](CN(CC2CCCCC2)[C@@H]4c2ccccc2)C3c2ccccc2)c1 (stereo partly specified)	-3.0%[38.3 µM]	-27.5%	-0.2	2.6	-16.6%	0.0	3.8	0.0%	-0.7
Cc1cccc(OCC(=O)NS(=O)(=O)c2ccc(Br)cc2)c1	-8.8%	-2.3%	0.2	1.6	10.0%	-8.5	9.1	0.5%	-0.1
O=S(=O)(NCc1cccnc1)c1cc(Cl)ccc1Cl	-5.6%	1.0%	0.2	-3.6	-0.2%	6.8	-5.5	-6.2%	0.0
Cc1csc(CN(C)C(=O)CC2C(=O)NCCN2Cc2ccc(F)cc2Cl)n1 (stereo unspecified)	-3.1%	-24.6%	0.4	4.2	?	-1.0	-1.5	19.8%	0.5
NC(=O)C1(N2CCCCC2)CCN(Cc2ccccc2Cl)CC1	1.6%	-1.5%	0.1	16.1	42.1%[activator]	-2.4	-4.3	18.0%	1.2
CN(Cc1ccccc1)C(=O)CN1CCN(C(c2ccccc2)c2ccccc2)CC1	3.3%	-5.5%	-1.1	50.6*	-3.4%[57.1 µM]	2.3	-1.1	1.4%[57.1 µM]	-2.0
CCCCc1ccc(N2C(=O)[C@@H]3C(CC(N)=O)NC4(C(=O)Nc5ccc(F)cc54)[C@@H]3C2=O)cc1 (stereo partly specified)	8.8%	-14.1%	0.4	-8.0	4.1%	6.1	-5.7	3.0%	-0.4
FC(F)(F)c1cccc(CON=C2CCN(c3ncc(C(F)(F)F)cc3Cl)CC2)c1	2.5%	-7.7%	-0.2	nt	21.9%	0.1	-2.2	-0.5%	nt
CCOC(=O)CC1=C(C(=O)OCC)C(c2ccc(OC)cc2OC)C(C#N)=C(N)O1 (stereo unspecified)	0.9%	-30.0%	-0.4	5.0	-27.4%	-1.2	6.3	-8.4%	-0.4
COc1cc(C2NC(C(=O)O)CS2)ccc1OCc1ccccc1C#N (stereo unspecified)	nt	nt	-1.1	-1.4	nt	nt	5.6	nt	0.5
Cc1sc2c(c1C)CN(C1CC(C)(C)NC(C)(C)C1)CN2C(=O)c1ccco1	nt	nt	0.4	-3.6	nt	nt	-0.4	nt	2.0
CCC(=O)N1c2ccccc2CC1C(=O)NCc1ccc(N(C)C)cc1 (stereo unspecified)	1.0%	0.6%	0.5	nt	9.3%[57.1 µM]	0.1	-9.0	0.5%[57.1 µM]	nt
Cc1cccc(OCCC(=O)NNC(=O)Cn2nc(C)cc2C)c1	1.1%	-9.4%	nt	nt	-7.5%	-0.8	nt	-6.3%	nt
CCOc1ccc(NC(=O)CN(c2ccccc2OCC)S(=O)(=O)c2ccccc2)cc1	-0.2%	-13.6%	0.1	nt	23.9%	0.9	-4.3	6.0%	-1.1
Cc1nc(Nc2cccc(C(C)O)c2)c2nnn(Cc3ccccc3F)c2n1 (stereo unspecified)	3.2%	-19.0%	0.0	-4.0	15.2%[57.1 µM]	1.1	-1.6	0.3%[57.1 µM]	1.1
